Diaph act CS – activates diaphorase or chemically reduces, flagging diaphorase assay artifacts | Diaphorase/resazurin coupled assay, resorufin fluorescence, 16 min; stronger effect = higher value; 1 = vehicle wells, 0 = NADH-free wells | activation factor at 20 µM | actives 0.005% (n = 190,000) | AID 1229;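 active means diaphorase activity raised at least twofold by the compound at 20 µM; inactive means activation factor below 2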
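Test system: Clostridium kluyveri diaphorase, purified enzyme; input: enzyme 0.07 U/mL final; buffer or medium: 50 mM HEPES pH 7.4 with 4.542 mM MgCl2, 0.005% Tween 20; also added: 0.114 mM NADH and 0.1 mM resazurin, final amounts; schedule: 16 min enzyme reaction, ambient temperature; technique: fluorescence of resorufin, 544 nm excitation, 590 nm emission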
Hsp70 act – Hsp70 transcriptional activation, primary screen; HeLa Hsp70 promoter luciferase reporter, luminescence; scaled: vehicle 0, proteasome-inhibitor control 100%; activation, % at 10 µM; actives 0.04% (n = 200,000);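 active means activation above the mean across all tested compounds plus 3 SD, cutoff set per campaign, cut at about 5.5% in these data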;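 further: 100% = MG132 at 30 µM as the positive control and 0% = DMSO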
STAT3 inh – STAT3 signaling inhibition. actives 0.89% (n = 190,000). inhibition, % at 5.5 µM. U3A cells, IL-6 STAT3-luciferase reporter, luminescence; host cell line lacks STAT1;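 active means inhibition above the mean inhibition across all screened compounds plus 3 SD, cut at about 44% in these data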;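 further: 0% = DMSO only wells and 100% = 100 µM nifuroxazide control wells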
Diaphorase inh – diaphorase inhibition or chemical oxidation counter-screen | diaphorase resazurin-to-resorufin fluorescence, NADH, 16 min; bacterial (C. kluyveri) enzyme, not human | inhibition, % at 20 µM | actives 0.69% (n = 190,000) | AID 1217;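 active means primary screen inhibition at 20 µM above a set limit, cut at about 50% in these data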;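 further: plate controls were DMSO with full reaction for no effect and wells lacking NADH for full effect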
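Assay system: diaphorase enzyme from Clostridium kluyveri. Quantity: enzyme working solution with 0.14 U/mL diaphorase. Schedule: reaction incubation of 16 min at room temperature. Technique: resorufin fluorescence, excitation 544 nm, emission 590 nm. Controls: No-NADH positive control and DMSO neutral control.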
STAT1 inh – inhibitors of IFN-gamma induced STAT1 signaling; NIH 3T3 STAT1-luciferase reporter, luminescence; inhibition, % at 5.5 µM; actives 0.35% (n = 200,000); AID 920;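 active means inhibition above a set limit, the mean inhibition across all tested compounds plus 3 SD, cut at about 34% in these data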;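 further: 0% = IFN-gamma with DMSO and 100% = IFN-gamma with 300 µM nifuroxazide; values of inactives mirror those of a sister screen read the other way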
APP 5UTR inh – APP translation inhibition; SH-SY5Y APP 5'UTR-luciferase reporter, luminescence; inhibition, % at 2 µM; actives 0.82% (n = 190,000); AID 1285;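 active means inhibition above a set limit, derived from the sample mean plus 3 SD, cut at about 45% in these data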; further: values of inactives mirror those of a sister screen read the other way
TLR4-MyD88 BLA – TLR4-MyD88 interaction inhibition in cells | O00206+Q99836 | HeLa CL3-4 TLR4/MyD88 BLA complementation, FRET ratio | inhibition, % at 8.4 µM | actives 0.18% (n = 200,000) | AID 861; in the data active means inhibition above about 25%;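 further: 0% = vehicle and 100% = reference inhibitor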
Target sequence (O00206 whole entry, looked up): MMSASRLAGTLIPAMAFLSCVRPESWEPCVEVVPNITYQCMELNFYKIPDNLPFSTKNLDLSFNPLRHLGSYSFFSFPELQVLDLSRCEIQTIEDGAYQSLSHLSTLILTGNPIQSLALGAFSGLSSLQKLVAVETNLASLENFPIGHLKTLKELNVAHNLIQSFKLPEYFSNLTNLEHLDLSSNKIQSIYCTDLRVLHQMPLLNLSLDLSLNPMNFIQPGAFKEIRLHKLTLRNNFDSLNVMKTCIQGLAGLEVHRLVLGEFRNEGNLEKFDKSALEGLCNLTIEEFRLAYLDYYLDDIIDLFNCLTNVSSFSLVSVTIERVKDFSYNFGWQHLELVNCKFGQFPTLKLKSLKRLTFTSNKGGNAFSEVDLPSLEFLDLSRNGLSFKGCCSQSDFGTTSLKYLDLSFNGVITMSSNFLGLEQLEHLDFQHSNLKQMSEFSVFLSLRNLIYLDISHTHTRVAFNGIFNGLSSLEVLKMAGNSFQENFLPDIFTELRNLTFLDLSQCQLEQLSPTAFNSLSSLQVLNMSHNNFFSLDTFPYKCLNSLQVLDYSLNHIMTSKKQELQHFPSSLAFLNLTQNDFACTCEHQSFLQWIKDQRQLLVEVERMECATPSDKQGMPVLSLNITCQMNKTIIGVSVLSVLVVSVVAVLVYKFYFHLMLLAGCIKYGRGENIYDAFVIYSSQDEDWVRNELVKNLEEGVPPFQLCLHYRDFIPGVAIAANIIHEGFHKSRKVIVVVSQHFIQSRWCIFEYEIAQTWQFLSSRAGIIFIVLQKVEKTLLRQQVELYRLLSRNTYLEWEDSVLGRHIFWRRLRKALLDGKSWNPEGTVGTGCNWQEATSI
Target sequence (Q99836 whole entry, looked up): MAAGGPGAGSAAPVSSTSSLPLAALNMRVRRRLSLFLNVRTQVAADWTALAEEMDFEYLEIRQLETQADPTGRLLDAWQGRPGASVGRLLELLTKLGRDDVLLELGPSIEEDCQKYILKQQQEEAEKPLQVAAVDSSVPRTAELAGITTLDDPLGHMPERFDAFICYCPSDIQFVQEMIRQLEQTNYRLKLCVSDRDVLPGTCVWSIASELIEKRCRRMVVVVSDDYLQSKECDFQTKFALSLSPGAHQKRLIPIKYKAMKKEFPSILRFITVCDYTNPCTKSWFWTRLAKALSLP
STAT1 act – increases IFN-gamma driven STAT1 reporter signal; AID 932; actives 2.6% (n = 200,000); activation (% of control), % at 5.5 µM; NIH 3T3 STAT1-luciferase reporter, luminescence; 100% = IFN-gamma alone, no compound;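 active means activation above the screen-wide mean activation plus 3 SD, cut at about 130% in these data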;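 further: raw ratio to IFN-gamma control signal so 100% means no change and 0% no light; values of inactives mirror those of a sister screen read the other way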
STAT3 act – activators of IL-6 induced STAT3 signaling; U3A cells, IL-6 STAT3-luciferase reporter, luminescence; 100% = signal with IL-6 EC80 alone; activation (% of control), % at 5.6 µM; actives 0.91% (n = 190,000); AID 871;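 active means activation above the screen-wide mean of compound activation plus 3 SD, cut at about 130% in these data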;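 further: 0% = background luminescence of wells with medium and substrate only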
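system = STAT3-luciferase reporter U3A cells | reagent = IL-6 stimulus at 33 ng/mL final | timing = 1 h compound pre-exposure, 6 h IL-6 stimulation, 37 °C | measured by = luminescence | evaluation = % activation versus median of IL-6-stimulated wells | control set = IL-6-only wells as 100% reference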
G6PDH CS – L. mesenteroides G6PDH inhibition counter-screen. actives 0.12% (n = 200,000). Purified L. mesenteroides G6PDH, diaphorase/resazurin coupled fluorescence, 45 min. inhibition, % at 5 µM; in the data active means inhibition above about 50%
Numbers without * were called inactive; · = not tested or not shown.

SMILES	Diaph act CS	Hsp70 act	STAT3 inh	Diaphorase inh	STAT1 inh	APP 5UTR inh	TLR4-MyD88 BLA	STAT1 act	STAT3 act	G6PDH CS
COc1ccc(N2CCN(C(c3cc4ccc(C)cc4[nH]c3=O)c3nnnn3C3CCCC3)CC2)cc1 (centres undefined)	0.7	-0.3	-6	35	5	-1	3	95	109	9
COC(=O)c1cc(Br)c(=O)n(Cc2ccncc2)c1	0.9	0.1	10	8	-2	-4	-10	102	96	3
CC1(C)CC(=O)C2=C(C1)NC(Nc1nc3ccccc3o1)=NC21CCCC1	0.9	1.4	8	7	3	-4	-1	98	98	-21
Cc1ccc(S(C)(=O)=O)cc1S(=O)(=O)Nc1ccccc1	1	-0.1	-13	4	0	3	-18	100	108	5
Cc1nc2cc(C(F)(F)F)ccc2n1C	0.9	0.3	6	6	4	-13	-17	95	96	5
CC1CN(C(=O)COC(=O)c2cc(Cl)ccc2Cl)CC(C)O1 (centres undefined)	1	0.1	2	-2	-8	8	1	107	100	1
COc1cccc(NC(=O)N(Cc2ccco2)C(C)c2cccs2)c1 (centres undefined)	0.9	-0.1	-2	13	1	-5	-4	99	100	2
COc1ccc(NC(=S)NNC(=O)COc2ccc(Cl)cc2Cl)cc1	0.5	-0.3	-1	48	-5	22	3	105	103	-8
COc1ccccc1NS(=O)(=O)c1cccc(C(=O)NN=C2CCCCCC2)c1	1	-0.4	5	0	3	10	-4	97	94	-6
Cc1ccccc1N(CC(=O)N/N=C/c1ccccc1Cl)C(=O)c1ccccc1	1.1	-0.5	-4	-13	-12	12	-4	111	104	4
CC1CC(=O)N(c2ccc(NCCc3ccccc3)c([N+](=O)[O-])c2)C1=O (centres undefined)	0.9	-0.1	-2	5	-12	4	-7	110	112	11
CNc1nc(-c2ccccc2)nc(-c2ccc(OC)cc2)c1C#N	1	-0.1	13	-2	-4	0	-2	103	91	5
O=C(N/C(C(=O)N1CCOCC1)=C(\Sc1ncccn1)c1ccccc1)c1ccccc1	0.8	-0.4	8	24	2	-4	0	98	95	2
CC1=CCC(/C=N\Nc2nnc3c(n2)[nH]c2ccccc23)CC1 (centres undefined)	1	-0.3	-8	1	-26	-28	-8	124	112	7
COc1cc2[nH]cc(C(=O)NCCc3ccccc3)c(=O)c2cc1OC	0.8	-0.4	5	23	3	-9	-1	101	98	18
COc1ccc(-c2nc3c4ccccc4ccn3c2CN2CCCCC2)cc1	0.7	-0.1	-7	29	10	24	-5	91	114	8
COc1ccc(N(CC(=O)NCc2ccc(C)cc2)S(=O)(=O)c2ccccc2[N+](=O)[O-])c(OC)c1	0.8	-0.1	-5	23	3	23	-8	96	106	11
O=C1CC(c2cccs2)Cc2nc(NCC3CCCO3)ncc21 (centres undefined)	0.8	-0.1	6	17	-4	0	1	103	99	9
O=C(NCc1ccccc1)c1cccc(COc2cccc(Cl)c2)c1	0.8	0.0	2	19	-11	-1	1	110	103	3
O=C(OCc1csc(-c2ccccc2)n1)c1ccc(O)cc1	0.8	-0.2	6	24	-52	-64	-7	150*	95	6
CCn1ccc(C(=O)NC2C(=O)N3C(C(=O)O)=C(C)CSC23)n1 (centres undefined)	1	0.1	7	5	-4	1	1	98	102	10
O=C(COC(=O)CCC(=O)c1cccs1)NCc1ccc(Cl)cc1	1.1	-0.2	2	-10	2	-21	0	97	103	-2
CCC(C)[C@H](N)c1cn([C@@H](Cc2cc3ccccc3[nH]2)C(=O)N2CCNCC2)nn1 (some centres undefined)	1.1	0.0	·	-12	0	15	1	102	·	7
CN(CC(=O)NCc1ccco1)S(=O)(=O)c1cccc2cccnc12	0.8	-0.6	-8	19	5	9	7	95	110	-1
CC(C)CC(=O)Nc1ccc(-c2nc3ccccc3c(=O)[nH]2)cc1	0.9	0.1	24	8	-42	-184	-3	140*	80	-4

6 entries drawn at random from those above:
SMILES	Diaph act CS	Hsp70 act	STAT3 inh	Diaphorase inh	STAT1 inh	APP 5UTR inh	TLR4-MyD88 BLA	STAT1 act	STAT3 act	G6PDH CS
CC1CC(=O)N(c2ccc(NCCc3ccccc3)c([N+](=O)[O-])c2)C1=O (centres undefined)	0.9	-0.1	-2	5	-12	4	-7	110	112	11
COc1cc2[nH]cc(C(=O)NCCc3ccccc3)c(=O)c2cc1OC	0.8	-0.4	5	23	3	-9	-1	101	98	18
O=C1CC(c2cccs2)Cc2nc(NCC3CCCO3)ncc21 (centres undefined)	0.8	-0.1	6	17	-4	0	1	103	99	9
CC1(C)CC(=O)C2=C(C1)NC(Nc1nc3ccccc3o1)=NC21CCCC1	0.9	1.4	8	7	3	-4	-1	98	98	-21
COc1ccc(N2CCN(C(c3cc4ccc(C)cc4[nH]c3=O)c3nnnn3C3CCCC3)CC2)cc1 (centres undefined)	0.7	-0.3	-6	35	5	-1	3	95	109	9
CN(CC(=O)NCc1ccco1)S(=O)(=O)c1cccc2cccnc12	0.8	-0.6	-8	19	5	9	7	95	110	-1

(more compounds)
SMILES	Diaph act CS	Hsp70 act	STAT3 inh	Diaphorase inh	STAT1 inh	APP 5UTR inh	TLR4-MyD88 BLA	STAT1 act	STAT3 act	G6PDH CS
C[C@H](NC(=O)Cc1cccc2ccccc12)C(=O)NCc1ccccc1	0.9	-0.2	-4	11	-2	-9	0	100	109	7
CCN(CC(=O)Nc1cccc(C(C)=O)c1)S(=O)(=O)c1ccc(OC)cc1	0.9	-0.4	11	13	9	-3	-2	92	93	2
O=C(NC1CC1)c1cc2c(F)cccc2s1	1.1	-0.3	25	-12	-1	6	0	101	83	12
Cc1onc(-c2ccccc2)c1C(=O)Nc1ccnn1C1CCCCC1	0.8	-0.3	-8	20	0	0	-3	100	110	5
Nc1nc2n(n1)C(c1cccs1)CC(c1ccc(Br)cc1)N2 (centres undefined)	0.8	0.3	22	19	0	0	2	100	82	15
O=C(NCc1nnc(SCC(=O)N2CCOCC2)o1)c1c(F)cccc1Cl	1	-0.2	-6	5	-2	11	5	100	107	-1
C=COCCNC(=O)Nc1ccc(Cl)c(Cl)c1	1	-0.4	18	4	-19	-34	-1	117	90	8
CCOC(=O)CSc1nc(C(C)(C)C)nc2ccccc12	·	-0.1	0	·	17	-19	0	84	105	9
Clc1ccc(CSc2snnc2-c2ccccc2)cc1	0.9	0.0	31	10	-1	-3	6	103	79	21
CSc1ccc(/C=N/NC(=O)c2ccc(C)c(C)c2)cc1	1	-0.1	-5	-2	-3	8	0	102	108	2
O=C(CNC(=O)c1ccccc1Cl)OCC(=O)N1CCc2ccccc21	0.9	-0.1	-17	10	-37	-9	-1	134*	116	4
O=C(CCCn1c(=O)c2ccccc2n(Cc2cccc(F)c2)c1=O)NC1CCN(Cc2ccccc2)CC1	1.1	-0.2	-7	-6	-3	2	8	101	107	7
CCCS(=O)(=O)N1CCN=C1SCc1ccc(C)cc1	0.9	-0.3	-2	13	-4	-15	1	103	103	8
CCOc1ccc(N(C(C)C(=O)Nc2ccc(OC)cc2)S(C)(=O)=O)cc1 (centres undefined)	0.9	-0.2	3	13	-3	-16	14	103	102	5
COc1ccc(S(=O)(=O)N(CC(=O)NC2CC2)c2ccc(C)cc2)cc1	1	0.1	10	-2	0	-12	5	99	101	8
CCOc1ccc(/C=C(/NC(=O)c2ccccc2)C(=O)NCCC(=O)O)cc1	0.9	-0.4	-3	11	-3	-4	-9	101	106	8
CCCCN(C(=S)NC(=O)c1cc(OC)c(OC)c(OC)c1)c1c(N)n(Cc2ccccc2)c(=O)[nH]c1=O	0.8	-0.4	-7	19	3	-3	-17	97	106	8
CC(=O)N(Cc1ccccc1)Cc1cn(CCC#N)nc1-c1cccc([N+](=O)[O-])c1	0.9	0.3	8	13	2	-12	4	97	99	10
CC(Sc1nc(N)cc(=O)[nH]1)C(=O)NC1CCCCC1 (centres undefined)	0.9	-0.2	-1	5	6	21	0	92	103	1
CCc1cccc(OCC(=O)Nc2ccc(S(=O)(=O)Nc3ccccn3)cc2)c1	0.8	-0.2	7	18	-6	-8	-1	105	99	10
C=CCn1c(=O)[nH]c2cc(C(=O)N3CCN(c4cccc(Cl)c4)CC3)ccc2c1=O	1	-0.3	10	3	1	8	4	99	96	8
O=C(Nc1ccc([N+](=O)[O-])cc1)C(Cc1ccccc1)N1C(=O)c2cccc3cccc(c23)C1=O (centres undefined)	1.3	-0.2	-44	-27	0	-8	2	100	135*	1
Cc1ccccc1OCCOc1ccc([N+](=O)[O-])cc1/C=N/n1cnnc1	1	0.1	-11	2	-5	45*	-17	103	111	2
COc1cc(C(=O)NC(C)c2cnn(-c3ccccc3C)c2C)cc(OC)c1OC (centres undefined)	·	-0.1	2	·	-9	-8	7	106	100	15
COc1ccccc1-c1cc(C(=O)NCCCn2ccnc2)no1	0.9	-0.5	5	6	-13	1	12	112	99	2
CC(=O)N(c1c(C)n(C)n(-c2ccccc2)c1=O)C1(C(=O)NC2CCCCC2)CCCCC1	0.9	-0.3	3	7	-4	8	-5	104	102	-3
CN(C)CCCNC(=O)c1cc(C(=O)c2ccc(F)cc2)c[nH]1	0.9	-0.1	-4	6	-4	-29	3	103	109	-1
Cc1nsc(Nc2ccccc2)c1C#N	0.9	-0.3	23	5	13	-18	-15	87	86	10

Entries of single compounds from above:
Clc1ccc(CSc2snnc2-c2ccccc2)cc1 is listed as Diaph act CS = 0.9; Hsp70 act = 0.0; STAT3 inh = 31; Diaphorase inh = 10; STAT1 inh = -1; APP 5UTR inh = -3; TLR4-MyD88 BLA = 6; STAT1 act = 103; STAT3 act = 79; G6PDH CS = 21
CCOc1ccc(N(C(C)C(=O)Nc2ccc(OC)cc2)S(C)(=O)=O)cc1 (centres undefined) is listed as Diaph act CS = 0.9; Hsp70 act = -0.2; STAT3 inh = 3; Diaphorase inh = 13; STAT1 inh = -3; APP 5UTR inh = -16; TLR4-MyD88 BLA = 14; STAT1 act = 103; STAT3 act = 102; G6PDH CS = 5

Source: PubChem
